# All columns: NCI-60 one-dose screen, growth in % after 48 h at 10 µM unless noted; 100 = growth as untreated, 0 = no growth, -100 = all killed.
# UACC-62 = UACC-62 melanoma. AID 1794756. hit rate 5.4% among 81,000
# SK-MEL-2 = SK-MEL-2 melanoma | hit rate 4.7% among 77,000
# SK-MEL-5 = SK-MEL-5 melanoma | AID 1794755 | hit rate 6.4% among 80,000
# M14 = M14 melanoma; hit rate 6.2% among 80,000
# SK-MEL-28 = SK-MEL-28 melanoma | hit rate 4.1% among 81,000 | AID 1794761
# A549/ATCC = A549/ATCC NSCLC; hit rate 3.7% among 81,000
# UACC-257 = UACC-257 melanoma | hit rate 4.4% among 78,000
# MDA-MB-435 = MDA-MB-435 melanoma. hit rate 7.8% among 82,000
# * marks the source's active call; other numbers are inactive results; x = no result given; & = joins results of further samples; [ ] = remark or other dose. The calls were made as follows: active = growth percent below 10; inactive = the rest.
SMILES,UACC-62,SK-MEL-2,SK-MEL-5,M14,SK-MEL-28,A549/ATCC,UACC-257,MDA-MB-435
CCC(=O)Oc1cc2c(cc1Br)OCO2,101,102,105,94,110,92,97,103
O=C1Nc2ccccc2/C1=N/N1C(=O)CN(C2CCCCC2)C1=S,40,69,92,51,96,80,94,72
CC(C)(C)c1ccc(C(=O)N/N=C2\c3ccccc3-c3cccc(C(=O)O)c32)cc1,82,102,97,107,111,100,101,94
c1cc(OCCN2CCOCC2)ccc1CNc1ccc2nc(CCC3CCCCC3)[nH]c2c1,69,68,34,20,54,70,60,79
O=S(=O)(NCCNc1nccc(-n2ccc3cccnc32)n1)c1ccc(Br)cc1,85,107,96,108,98,86,104,99
COc1ccc(OC)c([C@H]2c3[nH]c4ccccc4c3C[C@H]3C(=O)N(CCCCCCC(=O)NO)CC(=O)N23)c1,53,87,87,83,75,106,67,85
CS(=O)(=O)Nc1cc(-c2ccc3ncc(C#N)c(Nc4ccc(F)c(Cl)c4)c3c2)cnc1Cl,-11*,-60*,-90*,11,5.1*,5.1*,4.7*,2.3*
CSCCCNC(=O)c1ccc2c(c1)/C(=C/c1[nH]c(C)cc1C)C(=O)N2,16,-28*,30,8.8*,18,29,49,13
CCOC(=O)/C(=C\c1ccc(Cl)cc1)C(C)=O,97,110,98,89,105,100,106,98
CCn1ncc2c(=O)c(C(=O)c3ccccc3)c[nH]c21,105,115,100,106,111,95,x,99
Cn1c(=O)c2cccnc2c(=O)n1C,101,111,97,117,106,106,101,102
Clc1ccc(-c2nc(N3CCOCC3)c3c4c(sc3n2)CCCC4)cc1,86,82,97,96,96,86,96,94
Clc1ccc(/C=N\N=C\c2ccc(Cl)c(Cl)c2)cc1Cl,84,18,94,89,101,87,106,101
CO[C@H]1/C=C/O[C@@]2(C)Oc3c(C)c(O)c4c(O)c(c(/C=N/N5C(C)CN(Cc6ccc(C#N)cc6)CC5C)c(O)c4c3C2=O)NC(=O)/C(C)=C\C=C\[C@H](C)[C@H](O)[C@@H](C)[C@@H](O)[C@@H](C)[C@H](OC(C)=O)[C@@H]1C (stereo not given in full),3.1*,61,5.2*,37,46,22,45,26
CN1CCN(Cc2cc(NC(=O)c3cccc(C#Cc4cccc5[nH]nc(N)c45)c3)cc(C(F)(F)F)c2)CC1,12,18,-5.7*,-53*,-61*,28,58,-21*
O=C(O)c1[nH]c(=O)[nH]c(=O)c1Cl,103,105,96,102,107,94,96,102
COc1cc(/C=N/Nc2nnc3n2N=C(c2ccc(Cl)cc2)CS3)ccc1O,99,104,96,97,x,82,93,95
CC(=O)c1ccccc1Nc1nccc(-c2ccc(Cl)cc2)n1,79,107,93,97,104,106,111,89
Cc1c(OCC(F)(F)F)ccnc1CS(=O)c1nc2ccccc2[nH]1 (stereo not given),107&87,121&110,x,112&101,106&116,104&99,103&103,101&96
CCOC(=O)c1cc(-c2ccc(Cl)cc2)n(-c2ccc(Cl)cc2Cl)c1C,80,89,98,103,106,86,82,97
CN(C)c1ccc(/C=C(\C#N)C(N)=O)cc1,89,100,101,96,108,104,107,99
N#Cc1c(NC(=O)c2ccc(Cl)cc2)n[nH]c1Nc1ccccc1,101,109,x,119,104,122,125,112
C=C1C(=O)O[C@H]2[C@H]1CC/C(COC(=O)/C=C\C(=O)O)=C\CC[C@@]1(C)O[C@@H]21,98,112,102,110,99,105,100,107
C#CCOc1ccc2ncnc(Nc3cccc(CNC(=O)C=C)c3)c2c1,100[8.25 µM],104[8.25 µM],96[8.25 µM],103[8.25 µM],98[8.25 µM],102[8.25 µM],106[8.25 µM],97[8.25 µM]
COc1ccc(-c2cn3c(ccc4ccccc43)n2)cc1,85,109,78,112,117,107,118,114

# Ordered by molecular weight (smallest number first): part of the list above
SMILES,UACC-62,SK-MEL-2,SK-MEL-5,M14,SK-MEL-28,A549/ATCC,UACC-257,MDA-MB-435
Cn1c(=O)c2cccnc2c(=O)n1C,101,111,97,117,106,106,101,102
CSCCCNC(=O)c1ccc2c(c1)/C(=C/c1[nH]c(C)cc1C)C(=O)N2,16,-28*,30,8.8*,18,29,49,13
COc1ccc(OC)c([C@H]2c3[nH]c4ccccc4c3C[C@H]3C(=O)N(CCCCCCC(=O)NO)CC(=O)N23)c1,53,87,87,83,75,106,67,85

# A portion from the list above:
SMILES,UACC-62,SK-MEL-2,SK-MEL-5,M14,SK-MEL-28,A549/ATCC,UACC-257,MDA-MB-435
CO[C@H]1/C=C/O[C@@]2(C)Oc3c(C)c(O)c4c(O)c(c(/C=N/N5C(C)CN(Cc6ccc(C#N)cc6)CC5C)c(O)c4c3C2=O)NC(=O)/C(C)=C\C=C\[C@H](C)[C@H](O)[C@@H](C)[C@@H](O)[C@@H](C)[C@H](OC(C)=O)[C@@H]1C (stereo not given in full),3.1*,61,5.2*,37,46,22,45,26
CN1CCN(Cc2cc(NC(=O)c3cccc(C#Cc4cccc5[nH]nc(N)c45)c3)cc(C(F)(F)F)c2)CC1,12,18,-5.7*,-53*,-61*,28,58,-21*
O=C(O)c1[nH]c(=O)[nH]c(=O)c1Cl,103,105,96,102,107,94,96,102
COc1cc(/C=N/Nc2nnc3n2N=C(c2ccc(Cl)cc2)CS3)ccc1O,99,104,96,97,x,82,93,95
CC(=O)c1ccccc1Nc1nccc(-c2ccc(Cl)cc2)n1,79,107,93,97,104,106,111,89

# Full records as entered above:
# Results for CCC(=O)Oc1cc2c(cc1Br)OCO2 : UACC-62 = 101; SK-MEL-2 = 102; SK-MEL-5 = 105; M14 = 94; SK-MEL-28 = 110; A549/ATCC = 92; UACC-257 = 97; MDA-MB-435 = 103
# Results for CSCCCNC(=O)c1ccc2c(c1)/C(=C/c1[nH]c(C)cc1C)C(=O)N2 : UACC-62 = 16; SK-MEL-2 = -28*; SK-MEL-5 = 30; M14 = 8.8*; SK-MEL-28 = 18; A549/ATCC = 29; UACC-257 = 49; MDA-MB-435 = 13

# (more compounds)
SMILES,UACC-62,SK-MEL-2,SK-MEL-5,M14,SK-MEL-28,A549/ATCC,UACC-257,MDA-MB-435
O=C1Nc2ccccc2/C1=N/N=C/c1cccnc1,88,109,100,100,102,105,100,103
CCCn1cc(/C=N\N=C2\C(=O)Nc3ccccc32)c2ccccc21,74,102,89,88,105,96,83,100
COCC[C@H]1CCC/C=C/[C@@H]2C[C@H](O)C[C@H]2[C@H](O)/C=C/C(=O)O1,22,-3.6*,-92*,9.8*,0.1*,14,17,9.6*
COc1cccc(-c2nn(C(C)(C)C)cc2-c2ccnc(NCCNS(=O)(=O)c3ccc(C)cc3)c2)c1,103,114,101,108,118,105,108,107
COc1ccc(N=Nc2c(N)nn3c(=O)c4cc5ccccc5oc4nc23)cc1,92,102,100,109,123,107,104,106
C=C(CNCCc1ccc(O)cc1)[C@@H]1CC[C@]2(CO)CC[C@]3(C)[C@H](CC[C@@H]4[C@@]5(C)CCC(=O)C(C)(C)[C@@H]5CC[C@]43C)[C@@H]12,-30*,37,-4.9*,-76*,-11*,27,-13*,2.1*
C/C=C(/C)C(=O)O[C@@H]1CC(C)(C)CC2C34OC(=O)[C@@]21CC[C@@]3(C)[C@]1(C)CCC2C(C)(C)C(=O)CC[C@]2(C)C1C[C@@H]4O (stereo not given in full),55,80,28,52,76,63,65,71
CCOC(=O)C1=C(C)NC(C)=C(C(=O)OCC)C1c1ccc([N+](=O)[O-])s1,83,86,75,98,111,92,96,100
CC1=C(C(=O)Nc2ccccn2)C(c2cn(-c3ccccc3)nc2-c2ccccc2)C(C(=O)Nc2ccccn2)=C(C)N1,96,105,99,98,99,95,106,95
Cc1ccc(-c2ccc(F)cc2)n1Cc1ccc(Cl)cc1,75,90,102,85,99,80,87,93
Cc1nn2c(/C=C3/C(=O)Nc4ccccc43)c(-c3ccccc3)nc2s1,82,92,90,105,112,89,99,101
CN(c1cc2ncc(=O)[nH]c2cc1NC(N)=NCc1ccc(Cl)cc1)C1CCCCC1,72,93,72,40,53,89,106,40
NC(=O)Nc1ccc(-n2cnc3cc(-c4ccc(O)cc4)ccc32)cc1,108,116,86,92,100,97,112,97
FC(F)(F)c1cc(-c2cncnc2NC2CCCCCC2)cc(C(F)(F)F)c1,82,96,100,107,109,81,86,97
O=C(Nc1ccc(OS(=O)(=O)c2ccc(F)cc2)cc1)c1ccc(Cl)cc1,96,91,91,98,107,94,100,117
CN(C)CC1CCC(CN(C)C)C1=O (stereo not given),102,97,108,108,112,110,109,121
CCC(C)n1c(C)cc(=O)n1C(C)CC (stereo not given),97,101,110,104,104,104,111,x
Cc1ccc(C(=O)NNC(=O)c2cccc3ccccc23)cc1,96,102,x,104,98,88,91,96
CC(C)NC(=O)c1cc(-c2ccc(NC(=O)Nc3ccc(N4CCOCC4)c(C(F)(F)F)c3)cc2)nc2cccnc12,75,76,79,73,59,62,94,68
COC(CC(F)F)c1cc2ccccc2s1 (stereo not given),103,113,102,103,107,102,93,101
O=C(NO)c1ccc(Cn2c(=O)n(CCc3ccccc3)c(=O)c3ccccc32)cc1,3.8*,46,35,22,13,34,x,19
Cc1cccc(C)c1OC(=O)c1ccccc1,102,108,x,105,118,89,100,109
CCOC(=O)c1cc(C(=O)c2cc(OC)cc(OC)c2)n2ccccc12,31,42,27,3.5*,67,36,44,-4.7*
Cc1nc2sc(C(=O)Nc3cccc(Cl)c3C)c(N)c2cc1C(O)c1ccccc1 (stereo not given),21,39,-38*,7.4*,54,16,57,4.9*
Cc1ccc(COC(=O)c2cccnc2)cc1,96,114,101,106,102,98,91,93
# The listing continues:
SMILES,UACC-62,SK-MEL-2,SK-MEL-5,M14,SK-MEL-28,A549/ATCC,UACC-257,MDA-MB-435
Cc1nc(-c2ccc(Cl)cc2)ccc1NC(=O)Nc1cccc(C(F)(F)F)c1,96,95,95,101,110,93,99,103
C=CCn1c(SC)nccc1=O,121,101,115,102,107,95,93,114
N#Cc1c(-c2ccccc2)nc(SCC2CO2)nc1N1CCOCC1 (stereo not given),52,67,85,84,65,84,69,69
N#Cc1c(-c2ccc(Cl)cc2)c(C(N)=O)c(N)n(Cc2nc3ccccc3[nH]2)c1=O,92,94,96,92,112,103,111,102
Cc1cc(C)cc(NCCC#N)c1,105,98,107,117,108,151,124,111
CCOC(=O)c1sc(-c2ccc(OS(=O)(=O)c3ccccc3[N+](=O)[O-])c(C=O)c2)nc1C,64,87,-57*,5.9*,79,82,50,78
CCN1CCN(Cc2ccc(NC(=O)c3cccc(-n4cc(-c5ccc(NC(C)=O)nc5)nn4)c3)cc2C(F)(F)F)CC1,82,106,87,78,53,96,87,-40*
N#CC1=C(N)Oc2c(c(=O)[nH]c3ccc(Br)cc23)C12c1cc(Br)ccc1-c1ccc(Br)cc12,64,98,84,77,84,85,94,63
COc1cccc(OC)c1-c1nnn(C)c1C(=S)N1CCN(c2ccc([N+](=O)[O-])cc2Cl)CC1,69,110,90,97,98,93,108,102
COCC(=O)c1ccccc1,103,99,108,95,110,105,110,104
C=CCn1c(SCC(=O)Nc2ccc(C(=O)/C=C/c3ccc(Cl)cc3)cc2)nnc1-c1ccc(OC)cc1,60,94,78,91,102,74,91,84
COc1cc(-c2c(-c3ccccc3)c[nH]c2C(=O)NCCCO)c(OC)c2c1OCO2,94,109,99,105,107,103,106,104
CCc1cccc(CC)c1NC(=O)NN(CC)CC,111[100 µM],110[100 µM],102[100 µM],101[100 µM],103[100 µM],98[100 µM],95[100 µM],101[100 µM]
COc1ccc2c(c1)c(-c1ccc(-c3cn(C)c4ccc(OC)cc34)o1)cn2C,12,45,-2.8*,71,84,66,90,90
NC1=NC(c2ccccc2OS(=O)(=O)c2ccc(Br)cc2)n2c(nc3ccccc32)N1 (stereo not given),83,101,91,x,102,96,97,73
C(=N\Nc1ccc2ccccc2n1)/c1ccccn1,-14*,39,-11*,-8.2*,33,8.3*,-3.4*,38
CC(=O)N1c2ccccc2CC1c1c[nH]c2ccccc12 (stereo not given),79,83,96,94,101,82,85,104
COc1cc(C2CC(c3cc(OC)c(OC)c(OC)c3)=NN2)ccc1O (stereo not given),99,116,108,109,93,120,122,105
CCOC(=O)c1c2ccc3cn(C)nc3c2c(C)n1Cc1ccccc1,79,118,87,x,144,94,119,116
Cc1ccc(/C=C/C2=NN(c3ccc(S(N)(=O)=O)cc3)C(c3ccc(C)s3)C2)s1 (stereo not given),80,94,99,83,103,81,105,93
O=C(C(=Cn1c(=S)[nH]c2ccc([N+](=O)[O-])cc21)C(=O)c1ccccc1)c1ccccc1,107,105,103,101,102,103,108,104
